Assay outcomes as filed in PubChem BioAssay.
Fluor 339 460 – intrinsic fluorescence of library compounds, ex339/em460 – biochemical, MLSMR library, data from DPM-DC assay, artefact control, profiling panel. 65,000 tested, 5.5% active. fluorescence fold increase at 10 µM. AID 709. compound autofluorescence, ex339/em460 nm, NADH buffer; hits give high values; 1 = no-compound wells, NADH background;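 active = at 10 µM, mean starting fluorescence two-fold or more over control wells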;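 note: signal is the first read of a kinetic run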
TNAP act DEA – activators of human TNAP at intermediate phosphate acceptor; AID 813; activation factor at 20 µM; purified TNAP, CDP-star luminescence, 100 mM DEA, 30 min; hits give high values; scale: 0 levamisole-inhibited, 1 vehicle-only enzyme; 64,000 tested, under 10 active; P05186;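 active = activation factor of at least 2 at 20 µM, relative to controls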
Target sequence (P05186 whole entry, looked up): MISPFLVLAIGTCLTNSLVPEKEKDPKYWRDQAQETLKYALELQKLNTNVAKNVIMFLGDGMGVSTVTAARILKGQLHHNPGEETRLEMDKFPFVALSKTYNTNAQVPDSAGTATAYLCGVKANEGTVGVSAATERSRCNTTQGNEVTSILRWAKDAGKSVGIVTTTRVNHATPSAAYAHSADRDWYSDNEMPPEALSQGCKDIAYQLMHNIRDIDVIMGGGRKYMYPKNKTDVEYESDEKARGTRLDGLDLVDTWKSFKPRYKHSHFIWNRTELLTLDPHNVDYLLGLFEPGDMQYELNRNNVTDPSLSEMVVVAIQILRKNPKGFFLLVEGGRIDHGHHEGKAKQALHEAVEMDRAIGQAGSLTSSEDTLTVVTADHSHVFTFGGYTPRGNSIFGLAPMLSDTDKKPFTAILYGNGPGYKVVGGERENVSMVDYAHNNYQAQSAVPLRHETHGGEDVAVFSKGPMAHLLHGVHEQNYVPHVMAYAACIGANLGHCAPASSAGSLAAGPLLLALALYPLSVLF
5HT1a ag – activates the human 5-HT1a serotonin receptor; AID 567; 65,000 tested, 0.56% active; activation, % at 10 µM; P08908; CHO 5-HT1a Ga15 NFAT-bla reporter, FRET ratio; 0% basal, 100% maximal reference agonist;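 active = activation above the screen-wide mean activation plus 3 SD, cut at about 19% in these data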;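 note: 0% = DMSO wells and 100% = 5-CT at EC100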
NADH coupling – blocks coupling enzymes of NAD/NADH assays | IC50, µM (doses to about 10 µM), for the others: top-dose inhibition | coupled PK/LDH NADH assays, four targets | 65,000 tested, 0.02% active | AID 774;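 active = single-dose screening hits from any of four coupled enzyme assays that gave an IC50 when retested across doses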;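 note: the DPM-DC format reads NADH fluorescence rather than 340 nm absorbance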
RORA act – activators of human nuclear receptor RORA | P35398 | 65,000 tested, 1.5% active | activation, % at 10 µM | AID 560 | CHO-K1 Gal4-RORA LBD luciferase reporter, luminescence; percent increase over mock-subtracted basal signal;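 active = activation above the mean of all tested compounds plus 3 SD, cut at about 49% in these data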;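 note: 0% = DMSO-treated RORA cells and 100% = added signal equal to DMSO minus mock-transfected cells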
Abs 340nm – absorbance at 340 nm; compound absorbance at 340 nm, fold over control; fold change at 10 µM; 65,000 tested, under 10 active; AID 708;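 active = at 10 µM dose, initial 340 nm absorbance at least 2 fold that of control wells; inactive = change under 2 fold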;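 note: initial absorbance extrapolated from kinetic A340 decline of NADH oxidation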
5HT1a antag – blocks the human serotonin 5-HT1a receptor. CHO 5-HT1a Ga15 NFAT-bla reporter, antagonist mode. inhibition, % at 10 µM. 62,000 tested, 0.68% active;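 active = inhibition above the mean of all tested compounds plus 3 SD, cut at about 43% in these data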;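 note: receptor stimulated by 5-CT agonist at 100 nM near EC80; beta-lactamase reporter measured by ratiometric fluorescence of a cleavable substrate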
MMP13 inh – inhibitors of human MMP13. P45452. MMP-13 fTHP FRET cleavage, Mca fluorescence. inhibition, % at 4 µM. 65,000 tested, 0.07% active. AID 570;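 active = inhibition above the mean of compound-free control plate wells plus 3 SD, cut at about 14% in these data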;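 note: 0% = DMSO wells and 100% = wells with reference MMP-13 inhibitor after basal subtraction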
SF-1 act – activates the human nuclear receptor SF-1; AID 522; Q13285; 65,000 tested, 1.9% active; CHO-K1 Gal4-SF-1 LBD luciferase reporter; % increase over DMSO SF-1-specific signal; activation, % at 10 µM;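 active = activation above the mean activation of all tested compounds plus 3 SD, cut at about 50% in these data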
Target sequence (Q13285 whole entry, looked up, the tested form may be a part): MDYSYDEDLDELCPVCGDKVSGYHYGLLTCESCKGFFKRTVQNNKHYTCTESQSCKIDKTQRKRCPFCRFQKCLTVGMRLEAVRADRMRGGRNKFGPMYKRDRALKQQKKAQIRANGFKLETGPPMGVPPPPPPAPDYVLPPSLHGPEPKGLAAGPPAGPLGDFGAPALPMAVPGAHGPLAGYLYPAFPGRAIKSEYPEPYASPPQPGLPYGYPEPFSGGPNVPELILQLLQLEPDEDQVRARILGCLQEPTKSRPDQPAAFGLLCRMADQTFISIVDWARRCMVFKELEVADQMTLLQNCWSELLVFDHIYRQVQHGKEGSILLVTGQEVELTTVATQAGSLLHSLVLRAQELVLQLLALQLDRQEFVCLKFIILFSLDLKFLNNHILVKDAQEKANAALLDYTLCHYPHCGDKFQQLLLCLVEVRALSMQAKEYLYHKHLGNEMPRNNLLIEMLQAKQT
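Assay system – CHO-K1 cells with Gal4–hSF-1 LBD chimera plus Gal4-driven luciferase · Quantity – 4,000 cells per well · Times – compound added 1 h post-seeding, 20 h exposure at 37 °C, 5% CO2 · Measured by – luciferase light emission · Benchmarks – DMSO and mock-transfected background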
Numbers without * were called inactive; [ ] = remark or other dose.

CCC(=O)Nc1ccc2nc(C)n(CC(=O)Nc3ccccc3)c(=O)c2c1 was read as Fluor 339 460 1.6, TNAP act DEA 0.9, 5HT1a ag 1.7, NADH coupling 13.0%, RORA act -20.1, Abs 340nm 1.01, 5HT1a antag 10.7, MMP13 inh -9.4 and SF-1 act 2.6.
`CCOC(=O)N1CCN(CC(O)COc2ccccc2C(C)C)CC1` (configuration not stated) gave Fluor 339 460 1.1, TNAP act DEA 1, 5HT1a ag -2.4, NADH coupling 2.0%, RORA act 7.4, Abs 340nm 1, 5HT1a antag -2.2, MMP13 inh 2.4 and SF-1 act -1.8.
Screening O=C(Nc1ccccc1)N1CCC(c2nc(-c3ccc(S(=O)(=O)N4CCOCC4)cc3)no2)CC1 returned Fluor 339 460 1.1, TNAP act DEA 1, 5HT1a ag -2.2, NADH coupling 6.0%, RORA act -12.4, Abs 340nm 1.03, 5HT1a antag 11.0, MMP13 inh 3.3 and SF-1 act 3.6.
Screening O=C(NCc1ccc(Cl)cc1Cl)c1ccccn1 returned Fluor 339 460 1.09, TNAP act DEA 1, 5HT1a ag -4.5, NADH coupling 5.0%, RORA act -3.4, Abs 340nm 0.99, 5HT1a antag 2.3, MMP13 inh -0.6 and SF-1 act 1.3.
Screening CCOC(=O)CSc1nc(N)c(C(=O)Nc2ccc(N(C)C)cc2)s1 returned Fluor 339 460 1.04, TNAP act DEA 0.8, 5HT1a ag 0.2, NADH coupling 3.0%, RORA act -29.0, Abs 340nm 1.1, MMP13 inh 1.2 and SF-1 act -5.6.
`CCOC(=O)c1ccc(NC(=O)CSc2nnc(Cn3c(=O)sc4ccccc43)n2C)cc1` gave Fluor 339 460 1.11, TNAP act DEA 1, 5HT1a ag -0.9, NADH coupling 1.0%, RORA act -12.7, Abs 340nm 1.05, 5HT1a antag -13.9, MMP13 inh 2.2 and SF-1 act 16.6.
Screening COc1ccc2cc(C)c(SCC(=O)Nc3cc(C)on3)nc2c1 returned Fluor 339 460 1.21, TNAP act DEA 0.9, 5HT1a ag -1.1, NADH coupling 7.0%, RORA act -15.1, Abs 340nm 1.04, 5HT1a antag 2.4, MMP13 inh 0.8 and SF-1 act -24.8.
`CC(=O)Nc1ccc(N2CCN(C(=O)c3cccs3)CC2)cc1` gave Fluor 339 460 1.04, TNAP act DEA 0.9, 5HT1a ag -0.2, NADH coupling 12.0%, RORA act 6.4, Abs 340nm 0.96, 5HT1a antag -9.5, MMP13 inh -2.3 and SF-1 act 8.1.
For CCN(CC)CCNC(=O)c1nn(-c2ccc(C)cc2)c(=O)c2c1c1ccccc1n2C the results were Fluor 339 460 3.07*, TNAP act DEA 0.9, 5HT1a ag -0.1, NADH coupling 8.0%, RORA act -0.4, Abs 340nm 1.03, 5HT1a antag -6.2, MMP13 inh -11.9 and SF-1 act -9.4.
Screening Cc1ccccc1CN1C(=O)CSc2ccc(C(=O)N3CCOCC3)cc21 returned Fluor 339 460 1.16, TNAP act DEA 0.9, 5HT1a ag -0.2, NADH coupling 4.0%, RORA act 7.6, Abs 340nm 1.03, 5HT1a antag -3.8, MMP13 inh 1.9 and SF-1 act 6.1.
For CCOC(=O)c1cnc(SCC(=O)N2CCN(c3ccccc3)CC2)nc1N the results were Fluor 339 460 1.05, TNAP act DEA 0.9, 5HT1a ag -2.0, NADH coupling 5.0%, RORA act -18.2, Abs 340nm 1.03, 5HT1a antag -6.0, MMP13 inh 5.7 and SF-1 act -5.9.
For Cc1nc(-c2ccccc2O)n(S(=O)(=O)N(C)C)n1 the results were Fluor 339 460 1.1, TNAP act DEA 0.9, 5HT1a ag 2.5, NADH coupling 6.0%, RORA act -2.6, Abs 340nm 1.03, 5HT1a antag -17.0, MMP13 inh -0.6 and SF-1 act 12.4.
Screening COc1ccc(NC2=NCC(=O)N2c2ccccc2)c(OC)c1 returned Fluor 339 460 1.1, TNAP act DEA 1, 5HT1a ag -0.5, NADH coupling 2.0%, RORA act 18.7, Abs 340nm 1.07, 5HT1a antag -4.5, MMP13 inh 1.1 and SF-1 act 6.6.
For O=C(O)c1ccccc1COc1ccccc1Cl the results were Fluor 339 460 1.07, TNAP act DEA 0.9, 5HT1a ag -1.2, NADH coupling 8.0%, RORA act -12.7, Abs 340nm 1, 5HT1a antag 3.8, MMP13 inh 3.9 and SF-1 act -11.4.
For COc1ccc(Cc2nnc(SCC(=O)c3ccccc3)o2)cc1 the results were Fluor 339 460 1.07, TNAP act DEA 0.9, 5HT1a ag 0.2, NADH coupling 5.0%, RORA act -26.7, Abs 340nm 1, 5HT1a antag -5.1, MMP13 inh -5.5 and SF-1 act -7.3.
`CCc1nnc(NC(=O)c2ccc(S(=O)(=O)N(CC)Cc3ccccc3)cc2)o1` gave Fluor 339 460 1.05, TNAP act DEA 1, 5HT1a ag 0.4, NADH coupling 7.0%, RORA act -12.4, Abs 340nm 1, 5HT1a antag 22.5, MMP13 inh -0.5 and SF-1 act -36.4.
Cc1onc(-c2ccccc2Cl)c1C(=O)NCCN1CCOCC1 was read as Fluor 339 460 1.11, TNAP act DEA 0.9, 5HT1a ag -4.2, NADH coupling 6.0%, RORA act -7.3, Abs 340nm 1.01, 5HT1a antag 10.7, MMP13 inh -3.1 and SF-1 act -9.0.
For O=c1[nH]c2ccc(Cl)cc2c(-c2ccccc2)c1N1CCOCC1 the results were Fluor 339 460 1.24, TNAP act DEA 0.9, 5HT1a ag 2.7, NADH coupling 4.0%, RORA act 13.9, Abs 340nm 1.03, 5HT1a antag 7.1, MMP13 inh 1.0 and SF-1 act -6.1.
`O=C(Nc1ccc(N2CCCCC2)c(C(=O)O)c1)c1ccco1` gave Fluor 339 460 1.08, TNAP act DEA 1, 5HT1a ag -1.9, NADH coupling 5.0%, RORA act -14.7, Abs 340nm 1.04, 5HT1a antag -3.7, MMP13 inh -4.4 and SF-1 act 6.8.
c1nc(NC2CCCCC2)c2[nH]cnc2n1 was read as Fluor 339 460 1.07, TNAP act DEA 1.2, 5HT1a ag -3.3, NADH coupling 3.0%, RORA act -18.6, Abs 340nm 1, MMP13 inh -1.3 and SF-1 act 32.5.
`COc1ccc(Cc2nnc(NC(=O)c3c(-c4ccccc4)noc3C)s2)cc1` gave Fluor 339 460 0.9, TNAP act DEA 0.9, 5HT1a ag -0.2, NADH coupling 6.0%, RORA act -4.7, Abs 340nm 1.02, 5HT1a antag 8.2, MMP13 inh 0.3 and SF-1 act -0.3.
For CCCOc1ccc2oc(=O)c3c(c2c1)CCCN3C(=O)CN1CCN(c2ncccn2)CC1 the results were Fluor 339 460 1.86, TNAP act DEA 1.1, 5HT1a ag -4.7, NADH coupling 15.0%, RORA act -9.7, Abs 340nm 1.1, 5HT1a antag 17.4, MMP13 inh -5.0 and SF-1 act -8.2.
For Cc1cc2n(n1)C(c1c[nH]c3ccccc13)Nc1ccccc1-2 (configuration not stated) the results were Fluor 339 460 2.35*, TNAP act DEA 0.9, 5HT1a ag -3.2, NADH coupling 7.0%, RORA act -5.8, Abs 340nm 1.1, 5HT1a antag 30.3, MMP13 inh -27.5 and SF-1 act 21.6.
Screening CCN(Cc1ccncc1)C(=O)c1cccs1 returned Fluor 339 460 1.11, TNAP act DEA 0.9, 5HT1a ag -0.5, NADH coupling 5.0%, RORA act 2.7, Abs 340nm 1.03, 5HT1a antag -0.7, MMP13 inh -1.9 and SF-1 act -21.8.
Screening COc1ccc(N2CCN(C(=O)c3ccc(C)c(Cl)c3)CC2)cc1 returned Fluor 339 460 0.97, TNAP act DEA 0.9, 5HT1a ag -5.6, NADH coupling 4.0%, RORA act -11.2, Abs 340nm 1, 5HT1a antag -0.2, MMP13 inh -5.9 and SF-1 act 2.2.
Screening CC(C)(C)OC(=O)N1CCC[C@H]1c1nnc(SC/C=C/c2ccccc2)o1 returned Fluor 339 460 1.12, TNAP act DEA 1, 5HT1a ag -1.6, NADH coupling 4.0%, RORA act -2.2, Abs 340nm 1.02, 5HT1a antag 13.0, MMP13 inh -4.4 and SF-1 act 1.6.
Screening CCS(=O)(=O)c1nc2ccccc2n1CC(=O)N1CCCCC1 returned Fluor 339 460 1, TNAP act DEA 0.9, 5HT1a ag 1.4, NADH coupling 4.0%, RORA act -8.6, Abs 340nm 0.98, 5HT1a antag -2.3, MMP13 inh 1.9 and SF-1 act -5.7.
COC(=O)c1ccnc(/C=N/O)c1 was read as Fluor 339 460 1.04, TNAP act DEA 0.9, 5HT1a ag -2.5, NADH coupling 4.0%, RORA act 10.5, Abs 340nm 0.99, 5HT1a antag -0.8, MMP13 inh 4.3 and SF-1 act 17.7.
For Cc1nnc(NC(=O)CCC(=O)NCc2ccco2)s1 the results were Fluor 339 460 1.06, TNAP act DEA 0.9, 5HT1a ag -1.6, NADH coupling 4.0%, RORA act -24.9, Abs 340nm 1.04, 5HT1a antag -11.9, MMP13 inh -2.3 and SF-1 act -3.4.
Cc1ccc(NS(=O)(=O)c2ccc(OCC(=O)NCc3ccco3)cc2)cc1 was read as Fluor 339 460 1.08, TNAP act DEA 0.8, 5HT1a ag 1.9, NADH coupling 6.0%, RORA act 0.2, Abs 340nm 1.02, 5HT1a antag -6.1, MMP13 inh 4.9 and SF-1 act -7.9.
`COc1ccccc1N1CCN(C(=O)Cn2nnc(-c3ccncc3)n2)CC1` gave Fluor 339 460 1.09, TNAP act DEA 0.9, 5HT1a ag -0.8, NADH coupling 5.0%, RORA act -11.9, Abs 340nm 1.02, 5HT1a antag -2.7, MMP13 inh 3.3 and SF-1 act -10.1.
Cc1ccc(C)c(N2CCN(C(=O)CCCOc3cc(=O)n(C)c4ccccc34)CC2)c1 was read as Fluor 339 460 1.05, TNAP act DEA 1, 5HT1a ag -2.1, NADH coupling 6.0%, RORA act 3.0, Abs 340nm 0.99, 5HT1a antag 13.7, MMP13 inh 0.4 and SF-1 act 0.9.
For Cc1cc(N2CCC(N(C)C3CCCC3)CC2)nc2cc(O)ccc12 the results were Fluor 339 460 2.17*, TNAP act DEA 0.9, 5HT1a ag -0.6, NADH coupling 6.0%[fluoresces], RORA act -2.6, Abs 340nm 1.16, 5HT1a antag -2.1, MMP13 inh -85.4[fluorescence artefact?] and SF-1 act -11.7.
CCOc1ccccc1NC(=O)CN(C)S(=O)(=O)c1ccc(OC)c(C)c1 was read as Fluor 339 460 1.13, TNAP act DEA 1, 5HT1a ag -2.4, NADH coupling 7.0%, RORA act 1.7, Abs 340nm 1.02, 5HT1a antag -11.9, MMP13 inh 3.3 and SF-1 act 10.9.
COc1cc(S(=O)(=O)N2CCN(Cc3ccc4c(c3)OCO4)CC2)c(C)cc1C was read as Fluor 339 460 1.03, TNAP act DEA 0.9, 5HT1a ag -0.3, NADH coupling 1.0%, RORA act 2.1, Abs 340nm 1.02, 5HT1a antag 3.1, MMP13 inh 2.6 and SF-1 act 9.1.
For CC1CCN(Cc2ccc(-c3nn[nH]n3)cc2)CC1 the results were Fluor 339 460 1.04, TNAP act DEA 0.9, 5HT1a ag -1.9, NADH coupling 1.0%, RORA act -7.6, Abs 340nm 0.99, 5HT1a antag -1.8, MMP13 inh -0.7 and SF-1 act 1.5.
